# Compound activity: PubChem, National Center for Advancing Translational Sciences (NCATS)
# FLuc modulator: qHTS profiling assay for firefly luciferase inhibitor/activator using purifed enzyme and Km concentrations of substrates (counterscreen for miR-21 project). Luciferin 4-monooxygenase (Photinus pyralis), P08659. purified FLuc, Km substrates, luminescence inhibition. Potency, µM (top dose mostly 57.5 µM), without a hit: at the highest dose activity change, negative = inhibition, actives largely listed as inhibitors. actives 6.9% (n = 360,000);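 further: potency means the concentration at half of the fitted maximal effect; plate controls were vehicle for no effect and reference inhibitor for full effect; nearly all actives have a fitted effect of over 55% in size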
# Target sequence (P08659 whole entry, looked up): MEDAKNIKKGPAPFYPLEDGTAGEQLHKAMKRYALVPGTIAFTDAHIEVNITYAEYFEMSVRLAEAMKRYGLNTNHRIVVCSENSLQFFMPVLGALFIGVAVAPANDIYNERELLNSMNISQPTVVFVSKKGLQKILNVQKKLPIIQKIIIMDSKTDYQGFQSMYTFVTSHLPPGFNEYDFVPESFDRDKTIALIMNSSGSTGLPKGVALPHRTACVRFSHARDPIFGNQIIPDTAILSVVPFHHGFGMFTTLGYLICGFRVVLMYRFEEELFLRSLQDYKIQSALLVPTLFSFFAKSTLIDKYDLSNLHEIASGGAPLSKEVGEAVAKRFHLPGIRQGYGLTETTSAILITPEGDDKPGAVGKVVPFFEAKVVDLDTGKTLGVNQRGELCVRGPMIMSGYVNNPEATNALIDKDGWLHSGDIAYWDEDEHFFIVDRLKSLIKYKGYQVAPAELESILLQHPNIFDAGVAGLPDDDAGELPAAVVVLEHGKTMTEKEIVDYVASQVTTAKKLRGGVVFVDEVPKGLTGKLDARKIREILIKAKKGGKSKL
#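 Biochemical qHTS of compounds, final roughly 60 µM downward over six points, against 10 nM purified firefly luciferase using Km concentrations of substrates (10 uM D-luciferin, 10 uM ATP) in Tris acetate pH 7.5 buffer; luminescence output.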
# RORg inh: qHTS for inhibitors of ROR gamma transcriptional activity; AID 2551, 2010; actives 5.4% (n = 310,000); Nuclear receptor ROR-gamma (Mus musculus), P51450; Drosophila S2 Gal4-RORgamma UAS-luciferase reporter, 20 h; Potency, µM (top dose mostly 53.6 µM), inactives show at the top dose activity change, negative = inhibition, most hits filed as inhibitors; further: potency means the concentration at half of the fitted maximal effect; on the % scale 0 is the no-effect control and ±100 the full control effect; nearly all actives have a fitted effect of over 60% in size
# Target sequence (P51450 whole entry, looked up, the tested form may be a part): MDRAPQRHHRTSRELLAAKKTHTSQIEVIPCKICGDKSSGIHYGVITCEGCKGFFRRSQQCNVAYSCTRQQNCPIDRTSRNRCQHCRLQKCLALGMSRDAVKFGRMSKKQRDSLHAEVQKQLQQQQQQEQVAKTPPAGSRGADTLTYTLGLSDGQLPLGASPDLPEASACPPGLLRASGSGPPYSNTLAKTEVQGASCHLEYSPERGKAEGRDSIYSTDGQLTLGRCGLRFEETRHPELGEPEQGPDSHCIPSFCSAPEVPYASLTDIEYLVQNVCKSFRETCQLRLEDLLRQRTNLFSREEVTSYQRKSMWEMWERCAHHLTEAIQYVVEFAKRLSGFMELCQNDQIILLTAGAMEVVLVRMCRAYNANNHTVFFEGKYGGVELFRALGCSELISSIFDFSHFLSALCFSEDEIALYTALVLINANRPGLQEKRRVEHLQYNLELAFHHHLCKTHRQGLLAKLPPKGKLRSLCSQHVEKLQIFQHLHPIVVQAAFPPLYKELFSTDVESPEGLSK
#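 In this cell-based reporter format, copper sulfate (700 uM final) drives Gal4–ROR gamma fusion expression from a metallothionein promoter in Drosophila Schneider cells; compounds preincubated 1 hr, reporter read after 20 hr at ambient temperature.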
# TRPV1 agonist: HTS Assay for Compounds that Act as Agonists of the Vanilloid Receptor 1; TRPV1-expressing cells, Fluo-8 calcium influx, agonist mode; actives 0.19% (n = 320,000); Transient receptor potential cation channel subfamily V member 1 (Homo sapiens), Q8NER1; AID 540275, 2011; activation, % at 8.33 µM; in the data active means activation above about 80%; inconclusive means between about 30% and that limit; further: 0% is about no effect
#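 Fluo-8 calcium influx in TRPV1-expressing cells, kinetic read (ex 480/em 520 nm). Compound added and read 3 min for agonist activity, followed by capsaicin at EC20 final and 2 min further read for enhancement.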
# ELG1 genotox: qHTS screen for small molecules that induce genotoxicity in human embryonic kidney (HEK293T) cells expressing luciferase-tagged ELG1; HEK293T ELG1-luciferase reporter, luminescence, 16 h; Potency, µM (series often up to 46 µM), for inactives: at the highest dose activity change, positive = activation, hits mostly activators; actives 1.3% (n = 330,000); AID 504466, 2011; further: potency means the concentration at half of the fitted maximal effect; % of control where 0% means no effect; nearly all actives have a fitted effect of over 60% in size
#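 After overnight (16 hr) compound treatment at 37 °C, ELG1-luciferase HEK293T cells were lysed with ONE-Glo; luminescence quantified 30 min later at room temperature.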
# p53 reactivation: qHTS assay for re-activators of p53 using a Luc reporter; AID 504706, 2011; H1299 p53-A138V BP100-luciferase reporter, luminescence, 24 h; Potency, µM (titrated, usually from 92.2 µM), for inactives: at the top dose activity change, positive = activation, most hits filed as activators; actives 0.063% (n = 320,000); further: potency means the concentration at half of the fitted maximal effect; % of control where 0% means no effect; nearly all actives have a fitted effect of over 45% in size
#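 H1299 (p53-null), stable ts p53-A138V + BP100-Luc; 1000 cells/well, Opti-MEM/10% FBS; cpd 4 pt, 1:5; 24 h, 37 deg C, 5% CO2; detection reagent 10 min RT; luminescence.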
# VP16 counter: VP16 counterscreen qHTS for inhibitors of ROR gamma transcriptional activity; Drosophila S2 Gal4-VP16 UAS-luciferase, luminescence, 20 h; Potency, µM (top dose mostly 53.6 µM), without a hit: top-dose activity, negative = inhibition, usual class: inhibitors; AID 2546, 2010; actives 3.5% (n = 310,000);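 further: Gal4-VP16 expression switched on by copper sulfate through the metallothionein promoter; potency means the concentration at half of the fitted maximal effect; on the % scale 0 is the no-effect control and ±100 the full control effect; nearly all actives have a fitted effect of over 50% in size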
# Tb PFK inh: qHTS Assay to Find Inhibitors of T. brucei phosphofructokinase | T. brucei PFK, ADP-Glo luminescence | Potency, µM (highest dose often 57.5 µM), without a hit: at the highest dose activity, negative = inhibition, most hits filed as inhibitors | actives 0.17% (n = 330,000);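 further: potency means the concentration at half of the fitted maximal effect; 0% = uninhibited 1x PFK enzyme wells and -100% = no-enzyme wells; nearly all actives have a fitted effect of over 60% in size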
#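 PFK 1.25 nM, F6P 0.5 mM, ATP 0.1 mM, 0.1 M TEA pH 8.0, 5 mM MgCl2, 0.01% Tween20, 0.1% BSA; 45 min RT. ADP-Glo readout. qHTS titration up to 57 uM; curves fitted, compounds curve-classed.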
# Rab9 promoter act: qHTS Assay for Rab9 Promoter Activators. Huh7 Rab9 promoter-luciferase reporter, luminescence, 24 h. Potency, µM (doses to about 9.22 µM), for the others: top-dose activation, negative = inhibition, hits mostly activators. actives 2.8% (n = 320,000); further: potency means the concentration at half of the fitted maximal effect; % of control where 0% means no effect; nearly all actives have a fitted effect of over 60% in size
#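 Steps: seed 1500 Huh7 Rab9-luc cells per well, rest 2 h at 37 °C; add compound in DMSO; incubate 24 h; add luciferase reagent, 10 min ambient; read luminescence.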
# BRCA1 expr up: qHTS Assay to Identify Small Molecule Activators of BRCA1 Expression. MCF7-BRCA1-FFLuc reporter, luminescence, 48 h; response scale: scaled: vehicle 0%, 10 µM genistein 100%. actives 1.1% (n = 380,000). Potency, µM (series often up to 46.1 µM), for inactives: top-dose activation, hits mostly activators; further: potency means the concentration at half of the fitted maximal effect; nearly all actives have a fitted effect of over 80% in size; some results filed as inactive show a strong effect at the top dose
#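 Quantitative HTS in MCF7 cells stably reporting BRCA1 expression via firefly luciferase. Compound treatment lasts 48 h at 37 °C in phenol-red free MEM. Activation is expressed relative to genistein at 10 microM and DMSO.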
# NPC1 prom act: qHTS Assay for NPC1 Promoter Activators | Potency, µM (highest dose often 9.22 µM), inactives show top-dose activation, actives largely listed as activators | actives 2.4% (n = 320,000) | AID 485313, 2010 | Huh7 NPC1 promoter luciferase reporter, 24 h;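 further: potency means the concentration at half of the fitted maximal effect; % of control where 0% means no effect; nearly all actives have a fitted effect of over 60% in size; reporter is driven by a mutant NPC1 promoter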
#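 NPC1 promoter–luciferase Huh7 cells; 24 h compound; luminescence.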
# ELG1 DNA repair: qHTS screen for small molecules that inhibit ELG1-dependent DNA repair in human embryonic kidney (HEK293T) cells expressing luciferase-tagged ELG1 | HEK293T ELG1-luciferase reporter, luminescence, 16 h; DNA damage induced by 5-fluorouridine | Potency, µM (doses to about 46.1 µM), for inactives: at the top dose activity change, negative = inhibition, actives largely listed as inhibitors | actives 2.3% (n = 330,000); further: potency means the concentration at half of the fitted maximal effect; on the % scale 0 is the no-effect control and ±100 the full control effect; nearly all actives have a fitted effect of over 55% in size
#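 Overnight (16 hr) co-exposure of 2,000 cells/well to 5-fluorouridine and compound at 37 °C preceded detection. Luciferase was quantified via ONE-Glo luminescence; loss of signal denotes inhibition.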
# Active calls of the source: *; ? = inconclusive; nt = no result given; & = joins results of further samples; [ ] = dose if it differs, or a comment. Unless noted, the call rests on the fitted dose curve; in most records, active means well fitted curve in the direction sought with a large enough effect; inconclusive means small, poorly fitted or top-dose-only effect, or another doubt; inactive means no such curve, though single readings can be large; an effect the other way counts as inactive or inconclusive.
SMILES,FLuc modulator,RORg inh,TRPV1 agonist,ELG1 genotox,p53 reactivation,VP16 counter,Tb PFK inh,Rab9 promoter act,BRCA1 expr up,NPC1 prom act,ELG1 DNA repair
S=C(NCCCCc1ccccc1)NCc1ccccc1,-7.9%,15.8µM*,?,-0.9%,-3.9%,?,2.6%,-4.6%,10.0%,-3.8%,14.5%
O=C(NCCCn1ccnc1)Nc1ccc(Cl)cc1Cl,-1.9%,1.2%,1.0,-0.5%,-23.7%,-7.9%,-16.3%,-1.5%,-18.8%,-0.6%,11.3%
Cc1cccc(C(=O)NCCc2csc(C)n2)c1,2.5%,19.7%,1.0,40.9%,-1.0%,-0.2%,-2.6%,5.2%,28.9%,-1.1%,?
CSCCC(NS(=O)(=O)c1ccc2c(c1)oc(=O)n2C)C(=O)NC1CCN(Cc2ccccc2)CC1 (centres undefined),-1.9%,1.1%,-0.1,-1.0%,0.2%,-8.0%,-1.4%,-4.2%,-19.0%,-4.6%,-4.0%
Cc1c(NS(=O)(=O)c2ccc(S(=O)(=O)c3ccccc3)s2)c(=O)n(-c2ccccc2)n1C,-12.2%,20.5%,-0.5,-0.2%,-2.9%,-2.0%,1.0%,1.8%,-4.4%,0.7%,-3.4%
C[C@H](NC(N)=O)C(=O)OCC(=O)Nc1ccc(OC(F)F)cc1,-3.1%,-2.8%,-2.0,-5.6%,-0.6%,-0.5%,-5.7%,4.1%,-1.9%,1.4%,?
COC(=O)c1cccc(NC(=O)CCc2ccccc2)c1,?,?,?,2.8%,28.4%,4.3%,-3.0%,-6.1%,7.94µM*,-3.2%,?
Cc1ccc(C)c(NC(=S)N2CCN(c3ccccn3)CC2)c1,-0.4%,12.6µM*,-0.7,-1.2%,21.3%,?,0.1%,7.4%,24.7%,-2.9%,-5.6%
O=C(CCNS(=O)(=O)c1ccc(Br)cc1)NCc1ccc(Cl)cc1,0.7%,-22.2%,1.2,0.2%[9.26 µM],-6.4%,-1.8%,-3.5%,-1.5%,-21.9%,-2.6%,0.0%
COc1ccc(CNC(=O)C2CC(c3ccc(F)cc3)=NO2)cc1 (centres undefined),11.8%,-0.4%,20.0,2.8%,-5.4%,-7.0%,0.5%,-8.7%,-2.9%,-1.8%,2.0%
Cn1c(=O)c2c(nc(Oc3ccc(-c4ccccc4)cc3)n2C)n(C)c1=O,-1.7%,2.7%,1.6,0.4%,16.8%,-2.2%,-1.6%,0.9%,17.8%,-0.3%,-3.1%
O=C(CSc1nc(-c2ccc(Cl)cc2)cs1)Nc1cccc([N+](=O)[O-])c1,9.53µM*,16.9%,-4.3,1.3%,?,?,3.9%,-6.5%,15.7%,1.8%,-18.5%
COc1cc(C)c(S(=O)(=O)NOCc2ccc([N+](=O)[O-])cc2)c(C)c1C,5.5%,-16.8%,0.8,-13.3%,-29.6%,-5.3%,6.7%,-4.1%,-42.3%,1.4%,?
N#CCC(=O)N/N=C/c1cn(Cc2ccc(Cl)cc2Cl)c2ccccc12,3.0%,10.2%,nt,-0.3%,0.2%,12.1%,8.8%,10.5%,-8.3%,-0.4%,-27.2%
Cc1cc(Nc2ccccc2)n(-c2ccc(Br)cc2)n1,-2.1%,-23.1%,4.6,-2.4%,-4.9%,7.0%,4.9%,-6.0%,-71.3%,-0.2%,-1.8%
C/C(=C/C(=O)O)C(=O)Nc1cccc(C(F)(F)F)c1,-6.0%,2.7%,4.4,2.3%,-1.2%,?,0.4%,3.0%,20.3%,-6.1%,6.4%
COc1cc(SC)ccc1C(=O)Nc1ccccc1,6.75µM*,-8.4%,2.3,?,?,-8.7%,1.4%,27.5%,7.9%,7.8%,?
CS(=O)(=O)N(CC(=O)Nc1ccccc1C(=O)N1CCOCC1)c1cccc([N+](=O)[O-])c1,8.1%,-9.2%,-0.4,-2.3%,-1.1%,-3.4%,2.9%,-2.8%,-1.0%,-0.8%,18.1%
CC(C)NCC1CCc2cc(CO)c([N+](=O)[O-])cc2N1 (centres undefined),-1.9%,-18.4%,2.3,-0.4%,-3.9%,13.3%,-0.1%,-7.4%,8.5%,-3.3%,5.3%
CCN(CC)S(=O)(=O)c1ccc(N2CCCCC2)c(C(=O)Nc2ccccc2N2CCOCC2)c1,-1.8%,9.9%,14.4,-8.8%,-1.6%,2.5%,-4.0%,-0.3%,-22.6%,-1.7%,-23.0%
O=C(Nc1ccc([N+](=O)[O-])c(NC(=O)C2CCCO2)c1)C1CCCO1 (centres undefined),0.1%,28.4%,5.7,-2.9%,-3.7%,6.0%,-5.9%,-3.3%,-6.8%,-2.0%,-2.9%
COC(CNC(=O)Cn1ncc2ccsc2c1=O)OC,8.2%,9.2%,-2.6,0.7%,-1.0%,10.2%,4.5%,1.2%,16.2%,1.8%,-7.1%
CS(=O)(=O)c1ccccc1-c1csc(N2CCC(C(N)=O)CC2)n1,-0.5%,nt,nt,?,14.1%,nt,-6.7%&8.0%,1.9%,?,-2.8%,?
c1cncc(C2OCC3(CO2)COC(c2cccnc2)OC3)c1 (centres undefined),1.3%,1.6%,-1.4,0.7%,-0.1%,0.3%,-14.0%,-8.9%,33.0%,-10.5%,2.6%
COc1ccc(-c2sc3ccc(OC)cc3c2C#Cc2ccccn2)cc1,?,nt,?,-6.0%,-3.2%,nt,-7.7%,-0.4%,-40.1%,22.0%,?

# Compound profiles (already shown). Order of values: FLuc modulator | RORg inh | TRPV1 agonist | ELG1 genotox | p53 reactivation | VP16 counter | Tb PFK inh | Rab9 promoter act | BRCA1 expr up | NPC1 prom act | ELG1 DNA repair
# Entry for O=C(CSc1nc(-c2ccc(Cl)cc2)cs1)Nc1cccc([N+](=O)[O-])c1 = 9.53µM* | 16.9% | -4.3 | 1.3% | ? | ? | 3.9% | -6.5% | 15.7% | 1.8% | -18.5%
# Entry for Cc1cccc(C(=O)NCCc2csc(C)n2)c1 = 2.5% | 19.7% | 1.0 | 40.9% | -1.0% | -0.2% | -2.6% | 5.2% | 28.9% | -1.1% | ?

# Next section.
SMILES,FLuc modulator,RORg inh,TRPV1 agonist,ELG1 genotox,p53 reactivation,VP16 counter,Tb PFK inh,Rab9 promoter act,BRCA1 expr up,NPC1 prom act,ELG1 DNA repair
CNNC(=S)Nc1ccc(Cl)cc1,1.7%,?,nt,-0.6%,-3.0%,16.0%,4.0%,1.6%,-51.0%,-0.9%,15.2%
COc1cccc(/C=N/N2CCN(C3c4ccccc4-c4ccccc43)CC2)c1O,0.7%,17.4%,-2.3,-7.3%,0.8%,-2.9%,2.8%,-2.6%,-5.5%,-1.1%,?
CCN(CC)S(=O)(=O)c1ccc(NC(=O)CC(NC(C)=O)c2ccccc2)cc1 (centres undefined),1.9%,?,0.6,-1.4%,-1.9%,9.5%,1.0%,0.5%,0.0%,-1.7%,5.3%
COc1ccc2c(C)cc(SCC(=O)NCC3CCCO3)nc2c1 (centres undefined),nt,nt,2.6,-1.1%,-3.7%,nt,2.9%,-0.3%,-15.3%,-1.5%,1.3%
CCC(=O)Nc1c2c(nn1-c1ccc(OC)cc1)CSC2,-0.8%,1.8%,-1.8,1.8%[9.26 µM],9.1%,4.4%,-1.4%,1.0%,0.5%,-0.6%,4.6%
O=C(CCNS(=O)(=O)c1ccccc1)N1CCOCC1,-1.2%,11.6%,-3.0,-2.6%,-5.5%,2.3%,1.8%,-1.5%,9.5%,1.4%,3.5%
CC1C(=O)N2CCCc3cc(S(=O)(=O)N4CCC(C(N)=O)CC4)cc1c32 (centres undefined),-0.8%&-6.3%,3.9%,-2.0,5.2%,-11.2%,-7.7%,-14.2%,-1.3%,3.1%,0.1%,?
CC(CCc1ccccc1)NC(=O)CCCn1ncn2c(cc3occc32)c1=O (centres undefined),-5.3%,-11.3%,2.5,0.2%,1.7%,-1.8%,-1.1%,-1.2%,8.0%,0.1%,-8.4%
CC(=O)Nc1ccc(NC(=O)c2cc(-c3ccccc3)nc3ccccc23)cc1,?,32.8%,0.7,-10.3%,-41.9%[inhibitor],-4.3%,-3.7%,7.4%,11.4%,11.7%,?
CCOC(=O)C(NCCc1ccccc1)(NC(=O)CC)C(F)(F)F (centres undefined),3.7%,3.8%,2.4,-0.1%,-10.9%,-9.0%,8.9%,-5.0%,-4.8%,-2.3%,8.1%
